Source: PubChem (several laboratories)
aSyn UTR inh = 5' untranslated region of α-synuclein, MLPCN primary screen. alpha-synuclein 5'UTR reporter, inhibitor activity. inhibition, % (tested at 7.5 µM). 300,000 tested, 0.82% active. AID 1813; in the data active means inhibition above about 60%;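 further: H4 neuroglioblastoma cells stably carrying SNCA 5'UTR luciferase fusion; 0% = DMSO wells and 100% = positive control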
HSF1 inh = HSF1 inhibition. NIH3T3-HGL HSE-luciferase, MG132-induced, luminescence 8 h; hits give low values. activity change, negative = inhibition, % at 7.5 µM (by protocol). 300,000 tested, 0.77% active;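 active means more than half of replicate wells show activity change below -50%, luminescence cut by over half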;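 further: luciferase reports HSF-1 transcriptional activity via heat shock element; 0% = median of DMSO wells and -100% = zero luminescence signal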
HSP90 inh = blocks HSP90-mediated luciferase refolding in reticulocyte lysate; Rabbit reticulocyte lysate, luciferase refolding luminescence, 3 h; inhibition, % at 5.6 µM; 290,000 tested, 0.91% active; AID 1789;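 active means inhibition above the screen-wide mean plus 3 SD, computed separately per campaign, cut at about 16% in these data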;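 further: 0% = DMSO wells and 100% = 60 µM geldanamycin wells; inhibitors lower the luminescence because luciferase stays unfolded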
HDAC3 inhib = blocks human histone deacetylase 3; recombinant HDAC3, fluorogenic peptide/trypsin coupled, fluorescence; inhibition, % at 8.3 µM; 320,000 tested, 0.15% active; AID 2718; in the data active means inhibition above about 26%, passing the limit was not always enough
Target sequence (O15379 whole entry, looked up): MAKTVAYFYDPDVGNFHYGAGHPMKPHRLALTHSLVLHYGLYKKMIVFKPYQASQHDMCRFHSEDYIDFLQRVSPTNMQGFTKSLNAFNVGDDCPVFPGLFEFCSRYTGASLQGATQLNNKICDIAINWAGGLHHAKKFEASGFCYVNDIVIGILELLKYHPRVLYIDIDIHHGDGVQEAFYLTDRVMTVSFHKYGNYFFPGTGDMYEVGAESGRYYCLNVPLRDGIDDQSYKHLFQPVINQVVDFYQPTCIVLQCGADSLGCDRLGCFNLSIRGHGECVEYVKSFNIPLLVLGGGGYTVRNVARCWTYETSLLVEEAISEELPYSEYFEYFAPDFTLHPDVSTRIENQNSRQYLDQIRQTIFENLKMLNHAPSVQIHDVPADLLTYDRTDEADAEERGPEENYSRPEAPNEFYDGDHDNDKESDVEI
KLF5 inh = suppresses KLF5 promoter-driven expression; DLD-1 KLF5 promoter-luciferase reporter, luminescence; inhibition, % at 5 µM; 290,000 tested, 0.23% active; AID 1700;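 active means inhibition above a per-plate limit of that plate's mean compound inhibition plus 3 SD, cut at about 60% in these data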;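 further: 0% = DMSO wells and 100% = LY294002 at 200 µM; higher means less KLF5 promoter-driven luciferase light; inactives centre near -14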
HSF1 activator = increases HSF-1 driven luciferase reporter signal; NIH3T3-HGL HSF-1 luciferase reporter, MG132, 8 h; 100% = twice DMSO control signal; activation, % at 9 µM; 300,000 tested, 1.7% active; AID 504408;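 active means mean replicate activation of at least 50% with a set share of replicates each reaching 50%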;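 further: 0% = median of the neutral control wells and 100% = twice that signal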
IEC-6 cytotox = counter-screen for KLF5 inhibitors: cytotoxicity in IEC-6 cells; IEC-6 cytotoxicity, luminescence viability; inhibition, % at 5 µM; 290,000 tested, 0.78% active; AID 1825; in the data active means inhibition above about 22%;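 further: 0% = plate median of test compound wells and 100% = cytotoxic reference compound wells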
Platelet DG rel = modulates dense granule release in human platelets | 300,000 tested, 0.22% active | inhibition, %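 (compounds screened at 7.5 µM in platelet-rich plasma)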 | AID 1663 | human platelet-rich plasma, SFLLRN dense granule ATP release, luminescence;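 active means mean replicate score, as percent of positive control, at or above 50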
AI-2 QS mod = modulators of Vibrio harveyi AI-2 quorum sensing system; Vibrio harveyi JMH597 AI-2 luminescence/OD600 ratio, 9 h; hits give low values; strain lacks LuxN and CqsS sensors; 0 = neutral-control median; activity change, % at 7.5 µM; 300,000 tested, 0.4% active; in the data active means activity change below about -75%, passing the limit was not always enough;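 further: luminescence divided by OD600 gain over 9 h not by final OD600 alone; inactives centre near 13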
HIF act = HIF pathway transcriptional activation; activation, % at 7.5 µM (by protocol); 300,000 tested, 0.32% active; U2OS HRE-luciferase reporter, luminescence; normalized: DMSO 0%, desferrioxamine 100%; AID 1910;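 active means mean activation of at least 10% of the iron chelator positive control signal, with at least half of replicates also reaching 10%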
An asterisk follows results filed as active; . = no result given. This is a random part of the collection. Share with any hit: about 5%.

SMILES | aSyn UTR inh | HSF1 inh | HSP90 inh | HDAC3 inhib | KLF5 inh | HSF1 activator | IEC-6 cytotox | Platelet DG rel | AI-2 QS mod | HIF act
COc1ccc(NS(=O)(=O)c2cccc(C(=O)NNC(=O)CN3C(=O)NC(C)(C)C3=O)c2)cc1 | 3 | -1 | . | -20 | . | -14 | . | 29 | 5 | -0.2
Cc1ccc(OCc2cc(C(=O)N(C)Cc3cnn(-c4ccccc4C)c3)no2)cn1 | -44 | 19 | 1 | -12 | -44 | 18 | 0 | -1 | 15 | 1.1
COc1ccc(-c2cc(C(=O)Nc3cccnc3)c3ccccc3n2)cc1OC | 9 | 9 | -3 | 5 | -21 | -10 | -2 | 9 | 32 | -0.1
O=C(O)c1ccccc1-c1cc2ccccc2[nH]1 | 10 | 8 | . | 2 | . | 40 | . | -2 | 14 | -0.1
C=CCn1cc(C(=O)OC)c(=O)c2cc(S(=O)(=O)N3CCCCCC3)ccc21 | 23 | 5 | -1 | 4 | 2 | 29 | 3 | 1 | 19 | -0.4
COc1ccc(-c2ccc3ccccc3n2)cc1OC | -171 | 24 | 1 | -5 | -169 | 48 | 3 | -3 | 31 | 5.9
O=S(=O)(c1ccc(-c2cc(C(F)(F)F)on2)s1)N1CCCC1 | 25 | -4 | 3 | 2 | -9 | 8 | -3 | 15 | 33 | -0.4
CCc1ccc(NC(=O)COC(=O)C2(c3ccc(Cl)cc3)CCCC2)cc1 | 18 | 1 | 1 | 0 | -19 | 16 | 6 | -10 | 11 | -0.5
O=C(Nc1ccc(-c2noc(CCc3ccccc3)n2)cc1)c1cccnc1 | -67 | 7 | 3 | 14 | 16 | 18 | -6 | -2 | -7 | 1.0
Cc1ccc(C)c(NC(=O)CSc2c(C)n[nH]c2C)c1 | 11 | -3 | -1 | 0 | -16 | -5 | 2 | -1 | . | 0.0
O=[N+]([O-])c1ccc(/C=C/c2ccncc2)cc1 | -71 | 12 | 1 | 0 | -38 | 34 | -1 | -7 | 31 | -6.5
Cc1ccc(CNC(=O)C2CCN(S(=O)(=O)N3CCCC3)CC2)cc1 | 1 | -6 | -4 | 0 | -17 | -1 | 0 | 12 | 14 | 0.7
Clc1ccccc1Nc1nnc(-c2ccncc2)s1 | 31 | -2 | 22* | 1 | -41 | 31 | 20 | 69* | 22 | -1.2
Cc1cccc(NC(=O)N2CCCCCC2)c1C | -13 | -3 | -2 | -1 | -34 | -6 | 4 | -4 | 12 | -0.2
[O-]/C(=C(\C(=S)NCCN1CCOCC1)[n+]1ccccc1)c1ccc(Cl)s1 | -10 | -3 | 3 | 4 | 1 | -9 | -1 | 8 | 21 | -0.1
CCN(CC)C(=O)CSC1c2ccccc2C(=O)N1c1ccccc1 (stereo not drawn) | 3 | -6 | 1 | -2 | -20 | 23 | 2 | -5 | 10 | -0.3
O=C(COc1ccccc1)Nc1sc2c(c1C(=O)NCc1cccnc1)CCCC2 | -38 | -30 | 6 | -2 | -9 | -36 | 1 | -4 | 3 | 0.0
Cc1ccc2c(c1)N(Cc1cccc(C#N)c1)C=NS2(=O)=O | -3 | -5 | 2 | 0 | -49 | 3 | 2 | . | 11 | 0.6
COc1cc(NS(=O)(=O)c2ccc(NC(=O)CCC(=O)O)cc2)nc(OC)n1 | 7 | -4 | -5 | 12 | -40 | -10 | 1 | 6 | 12 | -0.2
O=C(/C=C/c1ccccc1)CC(O)(c1ccccc1)C(F)(F)F (stereo not drawn) | 6 | 8 | 7 | 7 | -16 | 23 | -3 | -2 | 0 | 1.0
CN(Cc1ccc(Br)cc1)CC(O)COc1cccc(Br)c1 (stereo not drawn) | -13 | 1 | -5 | 6 | -34 | -7 | -3 | 7 | 7 | -0.5
COc1ccc(C(C)=O)cc1CSc1nc2nc(C)cc(C)n2n1 | 19 | 8 | -1 | -3 | -21 | 6 | -3 | -7 | 24 | 0.7
CCCNc1nc2nc3ccccn3c(=O)c2cc1C(=O)NCCN1CCOCC1 | -22 | -2 | -1 | -4 | -27 | 6 | -22 | 2 | 21 | -0.6
Cc1c(C(=O)N/N=C/c2cccnc2)sc(N)c1C#N | 14 | -3 | 4 | 9 | -14 | 17 | -6 | 10 | 6 | 1.7
O=C(O)c1ccccc1C(=O)Nc1ccccc1 | -7 | 4 | -2 | -8 | -3 | -13 | -1 | -1 | 10 | 1.3
Cc1ccc(C2C3=C(Nc4[nH]n(-c5ccccc5)c(=O)c42)c2ccccc2C3=O)cc1 (stereo not drawn) | . | . | 2 | 5 | -22 | . | -7 | . | . | .
Cc1cc(=O)[nH]c(-n2ncc(C#N)c2N)n1 | -23 | 27 | 1 | 1 | -13 | 69* | 2 | 5 | 11 | 1.4
COc1cc(C(=O)N2CCN(Cc3ccccn3)CC2)cc(OC)c1OC | -3 | -5 | -1 | . | -4 | -3 | -4 | -1 | 28 | -0.8
Cc1cccc(-c2n[nH]c(=S)n2C)c1 | 14 | 1 | -2 | 2 | -13 | 0 | 3 | 3 | 40 | -0.1
Clc1ccc(CNC2CCCC2)cc1 | 25 | -5 | 2 | -1 | -46 | -6 | 1 | 6 | 7 | -0.1
COc1cccc(C(=O)C2CCCN(CC3=Cc4cc(OC)ccc4OC3)C2)c1 (stereo not drawn) | 6 | 9 | 5 | 0 | 3 | 1 | -1 | 2 | -6 | 0.0
Cc1ccc(OCCN2CCN(CC(O)Cn3c4ccccc4c4ccccc43)CC2)cc1 (stereo not drawn) | 22 | 7 | 4 | 4 | -5 | 4 | 4 | 11 | 19 | -0.2
COc1ccc(C)cc1NC(=O)Cn1c(=O)oc2ccccc21 | 10 | -2 | 0 | -1 | -26 | -5 | 1 | 6 | 18 | 0.4
O=S(=O)(Nc1ncnc2sc3c(c12)CCC3)c1ccc2ccccc2c1 | . | . | -2 | -8 | 14 | . | 2 | . | . | .
Cc1ccc2[nH]c(C(=O)N3CCN(C=O)CC3)cc2c1 | 3 | 2 | -2 | 7 | -9 | 9 | 4 | 5 | 6 | 2.0
O=C(CSc1nc2ccccc2o1)N/N=C/c1ccco1 | -82 | 15 | -1 | -5 | -84 | 11 | 0 | -1 | 16 | 3.0
O=C(Nc1ccc(-c2nc3ccccc3o2)cc1)C1CCCO1 (stereo not drawn) | -23 | 8 | 6 | 0 | -119 | 28 | 3 | 56* | -1 | -1.0
O=C(CN1CCOCC1)NNC(=S)Nc1ccccc1 | -21 | -2 | -4 | 4 | -50 | 7 | 2 | -3 | 23 | 0.1
CCOC(=O)N1CCC(Nc2nc(OC)nc(OC)n2)CC1 | 10 | -2 | 1 | -4 | 1 | 1 | -3 | -1 | 16 | 0.1
Cc1ccc(NNC(=O)c2ccno2)c(C)c1 | -1 | 19 | 2 | 3 | -27 | 68* | -3 | 1 | 21 | -1.0
COc1ccc(C(=O)N(C)C2CCCN(Cc3ccccc3F)C2)cc1C (stereo not drawn) | -4 | 7 | 3 | -2 | -36 | 12 | -6 | -8 | -3 | -19
COC(=O)CCC(=O)OC1(C)C(=O)C2=CN(Cc3ccccc3)C(c3ccc(OC)cc3)=CC2=C(Br)C1=O (stereo not drawn) | -14 | 8 | . | -3 | . | -1 | . | -1 | 59 | -0.2
CSc1cccc(NC(=O)CN(C)S(=O)(=O)c2ccc(C)cc2)c1 | 1 | -1 | 1 | 2 | -13 | -3 | 1 | 0 | 27 | -0.3
COc1ccc2c(Cl)c(-c3nnco3)sc2c1 | -10 | 3 | 2 | -9 | -3 | 30 | 0 | 7 | 28 | 2.6
CC(C)NC(=O)N1CCC(c2nc3ccccc3s2)CC1 | 10 | -1 | 1 | 2 | 5 | -10 | 2 | 0 | 6 | -0.2
CCOC(=O)CNC(=O)c1sc(NC(=O)c2ccccc2)nc1C | -6 | 8 | 13 | 1 | -33 | 11 | 2 | -15 | 10 | 0.2
O=C(NC1CCCCCCC1)c1cc(-c2ccccn2)nc2ccccc12 | -6 | 1 | -3 | 4 | 2 | 1 | 3 | -10 | 9 | 0.0
OCCNCCCOc1ccc(Cl)cc1Br | 4 | -4 | 1 | -2 | -3 | -5 | 6 | 1 | 22 | 0.3
COc1cccc(/C=N/NC(=O)c2nnn(-c3nonc3N)c2C(C)C)c1OCc1ccc(F)cc1 | 11 | -2 | -3 | 1 | -1 | -12 | -5 | -7 | 21 | -0.8
S=C1NC2=C(C(c3ccc(Br)cc3)N1)N1CCC2CC1 (stereo not drawn) | -21 | -2 | -2 | 2 | 1 | 6 | 14 | 0 | 8 | 0.0
O=C(/C(C=Nc1ccc(Br)cc1)=C(/O)c1ccco1)C(F)(F)F | -175 | 9 | 1 | 5 | 0 | 31 | -1 | 21 | -10 | -2.3
S=C1NCN(CCc2ccccc2)CN1Cc1ccccc1 | 9 | 1 | 6 | -1 | -4 | -2 | 3 | -3 | 12 | -0.3
Cc1ccc(NS(=O)(=O)c2ccc(-c3ccc(=O)[nH]n3)o2)c(C)c1 | -19 | -2 | 2 | -5 | 6 | -7 | 2 | -3 | 22 | 0.4
O=C(NCc1ccccc1Cl)c1cc2ccccc2oc1=O | -144 | -5 | -4 | 1 | -78 | -7 | -11 | -2 | -9 | 0.4
Cc1ccccc1CS(=O)(=O)Cc1ccc(C(=O)NC2CCCCC2)o1 | 27 | -5 | -2 | -4 | -4 | -1 | 5 | -7 | 21 | -0.2
CCOC(=O)Cn1c(-c2cccnc2Cl)nc2cc(C)c(C)cc21 | 8 | -3 | -2 | -12 | -16 | 10 | 1 | -5 | 9 | 0.3

(listing goes on)
SMILES | aSyn UTR inh | HSF1 inh | HSP90 inh | HDAC3 inhib | KLF5 inh | HSF1 activator | IEC-6 cytotox | Platelet DG rel | AI-2 QS mod | HIF act
CCCNC(=O)CCn1c(=S)oc2ccccc21 | -5 | -4 | -2 | 6 | -29 | 4 | 6 | 3 | 22 | 0.2
CCOC(=O)c1sc(NC(=O)c2cc(-c3ccc(C)cc3)nc3ccccc23)c(C#N)c1C | -7 | -10 | -1 | -6 | -19 | -13 | 2 | 2 | 27 | -0.4
Cn1c(SCC(=O)c2ccc(F)cc2)ncc(C(=O)Nc2ccccc2)c1=O | -59 | 35 | . | -2 | . | 41 | . | 18 | 17 | 0.2
COc1cccc(C(=O)Nc2cc(NC(=O)c3cccs3)ccc2C)c1 | 10 | -11 | 6 | 7 | -13 | -22 | 2 | 4 | . | 0.1
CCOc1cccc(-c2nnc3sc(COc4ccc(Cl)cc4)nn23)c1 | 15 | 3 | -3 | -1 | -16 | 25 | -2 | 9 | 22 | 0.1
O=C(COC(=O)C1=COCCO1)Nc1ncc(Cl)cc1Cl | -9 | -1 | . | -7 | . | 5 | . | -3 | -7 | 0.0
COC(=O)CN(C)C(=O)c1ccc(OC)c(OC2CCN(C(C)C)CC2)c1 | -10 | -4 | 1 | -1 | -8 | -8 | 2 | 6 | -14 | 1.9
COc1ccc(OC(C)C(=O)NCCC2=CCCCC2)cc1 (stereo not drawn) | -23 | 15 | 0 | 1 | -18 | 5 | -1 | -5 | 11 | 0.4
COc1ccc(CCNC(=O)c2ccc3c(c2)N(Cc2ccc(F)cc2)CCS3)cc1OC | 24 | 8 | -4 | 1 | -25 | 6 | -6 | 8 | . | -0.2
